# Giardia killer = Giardia lamblia killing; Giardia lamblia trophozoite viability; activity change, % at 7.66 µM, hits read low; 340,000 tested, 0.15% active; AID 540267; in the data active = activity change below about -80%; inconclusive = between about -30% and that limit;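 also: parasites exposed to compound for two days anaerobically before the ATP read; % is scaled to controls: 0 for no effect and ±100 for the full control effect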
#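 Viability, read as ATP luminescence: trophozoites at 100 cells/well, compound added, 48 hrs anaerobic at 37 deg C, then 15-30 min room-temperature development before reading.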
# MLL CXXC-DNA inh = inhibitors of human MLL CXXC domain-DNA interaction; Q03164; Potency, µM (series often up to 115 µM), inactives show at the highest dose activity change, negative = inhibition, most hits filed as inhibitors; 290,000 tested, 0.037% active; MLL-CXXC / FITC-HOXA9 DNA fluorescence polarization; active = well fitted inhibition curve with a large enough effect in the polarisation, with a control signal flat, not every such curve was filed as active; inconclusive = small, poorly fitted or top-dose-only effect, or effect the other way, or a change in a side signal; inactive = no such curve, though single readings can be large or run the other way; the % refers to the polarisation; also: potency is read from the fitted curve at half-maximal effect
#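 Steps: dispense CXXC domain solution (7 uM) → pin compounds or unlabeled HOX-A9 DNA control → 5 min ambient → add FLSN-HOX-A9 solution (50 nM) → spin → 30 min ambient → fluorescence polarization. Tris pH 7.5/NaCl/DTT/BSA buffer.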
# Tb PFK block = blocks T. brucei phosphofructokinase | 330,000 tested, 0.17% active | Potency, µM (series often up to 57.5 µM), without a hit: top-dose activity, negative = inhibition, most hits filed as inhibitors | T. brucei PFK, ADP-Glo luminescence;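 also: potency is read from the fitted curve at half-maximal effect; 0% = uninhibited 1x PFK enzyme wells and -100% = no-enzyme wells; nearly all actives have a fitted effect of over 60% in size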
#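 Luminescent ADP detection (ADP-Glo, two-step: ATP depletion then ADP-to-ATP conversion for luciferase) reported PFK activity after 45 min room-temperature reaction of 1.25 nM enzyme with 0.5 mM F6P and 0.1 mM ATP at pH 8.0.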
# FBPA coupling cs = coupling enzyme interference in Giardia aldolase counter-screen. activity change, negative = inhibition, % at 58.2 µM, hits read low. coupling enzyme system counterscreen, AmpLite Red fluorescence. 290,000 tested, 0.67% active. AID 2472; in the data active = activity change below about -30%; also: % is scaled to controls: 0 for no effect and ±100 for the full control effect
#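 Final compound at 57.5 uM, incubated 10 min at RT with coupling enzyme reagent (glyceraldehyde-3-phosphate), then 20 min with substrate and AmpLite Red detection. Fluorescence read at 525/598 nm; tests interference with the coupling assay, not aldolase inhibition.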
# TCR activator = T cell receptor activation | primary human leukocytes, anti-CD3, IL-2 HTRF, 48 h | 330,000 tested, under 10 active | Potency, µM (doses to about 9.22 µM), inactives show at the top dose activation of IL-2 secretion, actives largely listed as activators | AID 504894; also: % of control where 0% means no effect
#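 Primary human leukocytes receive a-CD3 beads and test compound and are incubated 48 hr. Secreted IL-2 is then assayed by HTRF, measuring 665nm acceptor emission after 320nm excitation of the europium donor.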
# A-T KAP1 phos = potential ataxia-telangiectasia treatment | AID 485349 | 320,000 tested, 0.19% active | […] A-T fibroblasts, KAP-1 phosphorylation AlphaLISA; neocarzinostatin DNA damage 30 min before lysis | Potency, µM (top dose mostly 57.5 µM), inactives show at the top dose activation, usual class: activators; also: potency is read from the fitted curve at half-maximal effect; % of control where 0% means no effect; nearly all actives have a fitted effect of over 45% in size
#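 ATM-like activity read as KAP-1 phosphorylation via AlphaLISA donor/acceptor antibody pairs after lysis and 6 hr at 25C. Cells were ATM-null patient fibroblasts ([…], hTERT), dosed 60 min, then exposed to the DSB inducer NCS for 30 min.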
# KCNH2 WT inh = blocks the wildtype human KCNH2 potassium channel; activity change, % at 1.84 µM; 340,000 tested, 0.37% active; AID 720551; U2OS, BacMam KCNH2, thallium flux FluxOr; active compounds read low; Q12809;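 active = maximum activity change below -70%; inconclusive = maximum activity change between -70% and -50%; inactive = maximum activity change above -50%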; also: % is scaled to controls: 0 for no effect and ±100 for the full control effect
# Target sequence (Q12809 whole entry, looked up): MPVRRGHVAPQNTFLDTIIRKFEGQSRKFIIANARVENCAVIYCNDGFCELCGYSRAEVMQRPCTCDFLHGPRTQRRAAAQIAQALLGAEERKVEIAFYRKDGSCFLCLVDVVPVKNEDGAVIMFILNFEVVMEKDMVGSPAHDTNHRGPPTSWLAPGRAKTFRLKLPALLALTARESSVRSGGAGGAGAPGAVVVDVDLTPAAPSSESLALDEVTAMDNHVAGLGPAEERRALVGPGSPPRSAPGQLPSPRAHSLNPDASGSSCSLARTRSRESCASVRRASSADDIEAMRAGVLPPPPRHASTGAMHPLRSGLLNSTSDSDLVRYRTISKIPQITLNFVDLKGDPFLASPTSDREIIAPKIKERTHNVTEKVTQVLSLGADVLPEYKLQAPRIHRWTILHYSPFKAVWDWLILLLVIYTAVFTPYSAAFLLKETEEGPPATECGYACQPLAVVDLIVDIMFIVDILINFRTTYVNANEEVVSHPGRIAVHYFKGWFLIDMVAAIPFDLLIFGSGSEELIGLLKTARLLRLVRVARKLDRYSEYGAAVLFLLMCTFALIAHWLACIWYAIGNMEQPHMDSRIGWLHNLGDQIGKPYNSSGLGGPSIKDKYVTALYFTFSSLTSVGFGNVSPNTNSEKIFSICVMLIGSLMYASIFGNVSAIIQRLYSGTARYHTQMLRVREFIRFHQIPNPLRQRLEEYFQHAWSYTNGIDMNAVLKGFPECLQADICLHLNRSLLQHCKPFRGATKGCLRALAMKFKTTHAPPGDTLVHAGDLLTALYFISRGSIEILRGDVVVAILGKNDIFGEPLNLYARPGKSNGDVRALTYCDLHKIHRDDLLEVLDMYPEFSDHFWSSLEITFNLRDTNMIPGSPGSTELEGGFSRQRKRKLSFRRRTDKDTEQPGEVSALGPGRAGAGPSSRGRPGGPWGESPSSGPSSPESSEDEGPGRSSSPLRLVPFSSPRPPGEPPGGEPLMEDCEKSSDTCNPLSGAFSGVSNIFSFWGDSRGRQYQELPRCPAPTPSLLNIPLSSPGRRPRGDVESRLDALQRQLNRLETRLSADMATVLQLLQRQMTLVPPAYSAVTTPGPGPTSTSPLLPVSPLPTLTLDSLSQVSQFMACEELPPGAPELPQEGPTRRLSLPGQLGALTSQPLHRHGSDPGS
#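 U2OS cells were transduced with wild-type KCNH2 virus (2.03 x 10^8 / mL) for 4 h at room temperature, then cultured overnight at 37 C. Thallium flux was read with FluxOr dye. Rate constants were normalized to DMSO controls.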
# TSHR antagonist = antagonists of human thyroid stimulating hormone receptor | P16473 | TSHR-expressing cells, TSH-stimulated cAMP HTRF, 2 h; active compounds read low | activity change, negative = inhibition, % at 11.5 µM | 330,000 tested, 0.2% active | AID 504810;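 active = activity change below a set negative limit, meaning inhibition stronger than a set level, cut at about -70% in these data; inconclusive = activity change between two set negative limits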; also: % is scaled to controls: 0 for no effect and ±100 for the full control effect
#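 TSHR-expressing cells were treated with compounds, then stimulated with TSH at EC80 (4nM final) for 2 hours at 37 deg C. Cellular cAMP was measured by HTRF competition between lysate cAMP and cAMP-d2 for a cryptate-labelled anti-cAMP antibody.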
# GALK inhibitor = blocks human galactokinase activity; Potency, µM (series often up to 57.5 µM), without a hit: top-dose activity change, negative = inhibition, actives largely listed as inhibitors; 270,000 tested, 0.007% active; Purified GALK, Kinase-Glo residual ATP luminescence; AID 1868; P51570; also: potency is read from the fitted curve at half-maximal effect; % is scaled to controls: 0 for no effect and ±100 for the full control effect
#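 ATP-depletion format; final 35 uM ATP, 100 uM D-galactose, 5 nM enzyme; pH 8.0 HEPES/Mg2+ buffer; 60 min RT; luminescence read 10 min after detection reagent.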
# Chronic BCR inh = chronic active BCR signaling inhibition | 340,000 tested, 0.05% active | ABC-DLBCL IkBa-CBG/CBR reporter, luminescence ratio, 4 h | Potency, µM (series often up to 46.1 µM), for the others: top-dose ratio change, negative = lower green/red ratio, hits mostly inhibitors; active = well fitted inhibition curve with a large enough effect in the signal ratio, with a control signal flat, not every such curve was filed as active; inconclusive = small, poorly fitted or top-dose-only effect, or effect the other way, or a change in a side signal; the % refers to the signal ratio;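 also: potency is read from the fitted curve at half-maximal effect; plate controls were basal doxycycline-induced cells for no effect and cells given 10 µM MG132 for full effect; MG132 reads +100%, hits lower the ratio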
#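 Concentration-response series (up to 46 uM) were applied to TMD8 dual-reporter cells for 4 h at 37C with doxycycline. Green/red ratio, after filter-overlap correction, defined %Activity; red signal alone was normalised to basal cells and zero luminescence.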
# Numbers without * were called inactive; i = inactive; ? = inconclusive; . = no result given; [ ] = remark or other dose. Unless noted, calls follow the shape of the dose curve; as a rule, active = well fitted curve in the direction sought with a large enough effect; inconclusive = small, poorly fitted or top-dose-only effect, or another doubt; inactive = no such curve, though single readings can be large; an effect the other way counts as inactive or inconclusive. An unsorted share of the library; overall some 1.6% were active at least once.
# The line under a structure holds: Giardia killer	MLL CXXC-DNA inh	Tb PFK block	FBPA coupling cs	TCR activator	A-T KAP1 phos	KCNH2 WT inh	TSHR antagonist	GALK inhibitor	Chronic BCR inh
- O=C(CSc1nnc(CNC(=O)c2ccco2)o1)NC1CCCC1
    -0.5	-8.4%	.	0.6	-17.7%	.	8.1	.	1.3%	.
- Cc1ccc2sc(-c3ccc(NC(=O)/C=C\C(=O)O)cc3)nc2c1
    -3.7	-4.6%	1.4%	0.7	-1.6%	29.0%	2.6	21.7	5.5%	?
- Cc1nn(C(C)C(=O)Nc2ccc3c(c2)OCO3)c(C)c1[N+](=O)[O-] (configuration not stated)
    -19.5	-0.1%	-6.1%	-0.3	0.2%	-3.2%	-1.9	0.1	3.7%	-8.5%
- CC(=C1C(=O)c2ccccc2C1=O)N1CCN(c2ccccn2)CC1
    4.8	3.0%	3.1%	-17.1	4.4%	-1.9%	-7.2	-5.7	1.1%	0.3%
- COc1ccc(S(=O)(=O)CC2(O)CCN(C(=O)CC(C)C)CC2)cc1
    -5.5	?	-1.2%	1.9	-62.3%	2.4%	-0.3	28.6	6.2%	-7.9%
- COc1ccc(CNC(=O)Cn2ncn3c(cc4ccccc43)c2=O)cc1
    3.1	1.4%	-1.4%	-0.2	-0.2%	-8.0%	2.9	0.3	-2.2%	0.5%
- NS(=O)(=O)c1ccc(N/N=C/c2cn(-c3ccccc3)nc2-c2cccs2)cc1
    -8.7	5.1%	2.1%	0.3	-9.1%[46.1 µM]	-1.5%	7.5	33.2	-4.1%	?
- COc1cc(C)c(Cl)c(C)c1S(=O)(=O)NCc1cccnc1
    -17.5	15.0%	5.3%	4.2	4.6%	.	-5.9	-5.4	2.1%	-8.4%
- C=CCNC(=S)NNC(=O)COc1c(Cl)cc(Cl)cc1Cl
    -17.1	9.8%	6.5%	4.4	-5.5%[46.1 µM]	-9.6%	18.4	-4.2	-1.9%	?
- O=C(NCc1cccnc1)c1ccc(S(=O)(=O)N2CCCCC2)cc1
    -6.8	2.1%	2.4%	0.8	.	0.0%	-16.7	-3.0	-1.3%	0.8%
- Cc1ccc(-c2csc(N3C(=N)SCC3=O)n2)cc1
    19.2	-6.5%	4.8%	-0.8	-2.9%	22.4µM*	20.5	-3.1	0.4%	12.2%
- COc1cc(/C=N\NC(=O)c2ccc(Cn3cc(Br)c([N+](=O)[O-])n3)o2)cc(OC)c1O
    -11.4	1.5%	-23.3%	1.2	0.5%[46.1 µM]	-0.7%	-0.2	-1.0	0.2%	?
- COCCNC(=O)c1ccc2c3n(nc2c1)-c1ccc(C)cc1CO3
    -4.8	-3.4%	-0.5%	0.8	-3.3%	-6.5%	6.3	-1.1	-1.5%	?
- Cc1nc2sc3c(O)cc(=O)[nH]c3c2c(C)c1C
    10.7	-7.1%	1.3%	-1.7	-6.6%	.	-16.8	-7.3	2.9%	?
- COc1ccc(S(=O)(=O)Nc2cccc(C)n2)c2ccccc12
    15.7	5.2%	-0.5%	0.5	-2.4%	6.3%	-5.4	-3.7	-2.0%	?
- O=C(O)c1ccc2nc(CO)[nH]c2c1
    -14.3	1.0%	1.6%	0.5	-3.6%	.	-2.8	18.7	3.3%	?
- COc1ccc2c(c1OC)C(=O)OC2Nc1nc(-c2cc3cc([N+](=O)[O-])ccc3oc2=O)cs1 (configuration not stated)
    -6.1	9.8%	-1.1%	-1.2	2.1%[46.1 µM]	-4.0%	-14.5	-14.7	-3.7%	2.5%
- CC(C)Cn1c(O)c(N=NC(=O)c2cccc(S(=O)(=O)N3CCCCC3)c2)c2ccccc21
    5.8	?	1.5%	-1.2	4.3%[46.1 µM]	-7.5%	-17.8	-3.4	0.0%	3.8%
- O=C(Nc1nccs1)C12CC3CC(C1)CC(C(=O)Nc1nccs1)(C3)C2
    -26.1	-3.3%	0.4%	8.4	2.3%	0.0%	6.4	-2.6	1.9%	?
- COc1cc(C2CC(C(F)(F)F)n3ncc(C(=O)O)c3N2)cc(OC)c1OC (configuration not stated)
    -8.4	0.1%	3.6%	1.1	1.5%	-10.6%	1.2	2.2	1.8%	1.7%
- COc1cc(S(=O)(=O)NCC2OCCc3ccccc32)ccc1-n1cnnn1 (configuration not stated)
    1.7	-1.6%	3.8%	1.8	-4.6%	2.4%	-15.8	-1.6	0.6%	?
- COC(=O)c1sccc1NN1C(=O)c2ccccc2C1=O
    13.0	-3.0%	-1.8%	1.1	-2.3%	5.1%	-1.2	1.6	.	?
- O=c1oc2ccccc2c(O)c1/C=C1\C=Nc2ccccc21
    -18.4	?	2.0%	3.2	1.4%	-6.7%	6.3	-31.0	-8.3%	.
- Cc1nn2cc(-c3ccc(N)cc3)nc2s1
    -3.2	11.1%	-0.9%	-0.3	0.5%	11.5%	26.6	-2.5	1.9%	-8.6%
- O=C(O)c1ccc2c(=O)n3c(nc2c1)/C(=C/c1ccccc1C(F)(F)F)CCCC3
    1.8	6.2%	4.4%	13.1	-5.6%[46.1 µM]	0.1%	-0.8	-35.3	-0.3%	16.7%
- COc1ccc(NC(=O)C2CCCN(S(C)(=O)=O)C2)cc1Cl (configuration not stated)
    -1.1	-5.5%	1.6%	-1.9	2.0%	-0.4%	-0.7	-18.0	0.6%	?
- CCOC(=O)C1=C(C)N(C[C@@H]2CC[C@@H](Cc3ccc(-c4ccccc4)cc3)O2)C(=O)NC1c1ccc(C(F)(F)F)cc1 (some centres not stated)
    -12.3	.	-5.1%	.	-6.2%[46.1 µM]	6.1%[11.5 µM]	1.4	12.6	.	1.5%
- COCCn1c(N)c(N(Cc2ccccc2)C(=O)C2CCCCC2)c(=O)[nH]c1=O
    -1.1	-0.5%	-2.4%	-3.7	-4.1%	-1.2%	-6.7	1.1	-1.8%	-6.6%
- N#Cc1ccccc1S(=O)(=O)N1CCN(C(=O)C2CCCC2)CC1
    -13.8	0.4%	5.1%	2.4	-0.2%	1.4%	11.9	-1.9	1.4%	1.5%
- COc1ccc(-c2nc(CCNC(=O)c3cccs3)cs2)cc1
    15.2	17.6%	0.2%	1.2	-3.4%	7.2%	18.5	-14.8	0.4%	17.5%
- O=C(OCCCN=C1NS(=O)(=O)c2ccccc21)c1cccs1
    -17.0	9.7%	4.0%	-1.0	11.9%	3.7%	i	22.2	0.5%	?
- COc1ccc([N+](=O)[O-])cc1NC(=O)C1CCCN1S(=O)(=O)c1cccs1 (configuration not stated)
    -12.0	.	1.0%	.	4.3%	-3.2%	1.5	-11.4	.	0.1%
- CC(C)(C)NC(=O)C1c2ccccc2Oc2ccccc21
    17.4	-1.2%	1.2%	3.9	8.0%	-0.6%	6.7	6.1	-1.4%	6.9%
- CCN1C(=O)c2cccc3c(S(=O)(=O)NCCc4c[nH]c5ccccc45)ccc1c23
    0.8	-11.2%	-2.6%	-1.4	2.2%	4.0%	5.5	-6.9	-1.1%	?
- CCC(C)(C)NC(=O)CN(Cc1ccccc1Cl)C(=O)CCC(=O)Nc1cc(C)ccn1
    -1.5	-1.0%	4.5%	0.2	6.6%	-5.2%	.	5.3	1.6%	-0.8%
- CCN(CC)c1ccc(/C=N/NC(=O)Nc2ccccc2)cc1
    0.2	-3.3%	-5.6%	-3.0	-0.6%	1.3%	-5.1	-17.6	-0.5%	?
- COCn1c(-c2ccccc2)nc2ccccc21
    -3.2	1.5%	-5.1%	1.6	-2.0%	21.5%	0.9	-9.5	1.2%	-1.2%
- Cc1c(C(=O)OCC(=O)NC2CCCCC2)oc2ccccc12
    5.4	.	-3.9%	.	4.0%	-6.1%	11.8	-16.6	.	7.7%

# Three structures out of the list, sorted by molecular weight, descending.
# The line under a structure holds: Giardia killer	MLL CXXC-DNA inh	Tb PFK block	FBPA coupling cs	TCR activator	A-T KAP1 phos	KCNH2 WT inh	TSHR antagonist	GALK inhibitor	Chronic BCR inh
- CCOC(=O)C1=C(C)N(C[C@@H]2CC[C@@H](Cc3ccc(-c4ccccc4)cc3)O2)C(=O)NC1c1ccc(C(F)(F)F)cc1 (some centres not stated)
    -12.3	.	-5.1%	.	-6.2%[46.1 µM]	6.1%[11.5 µM]	1.4	12.6	.	1.5%
- COc1ccc([N+](=O)[O-])cc1NC(=O)C1CCCN1S(=O)(=O)c1cccs1 (configuration not stated)
    -12.0	.	1.0%	.	4.3%	-3.2%	1.5	-11.4	.	0.1%
- O=C(OCCCN=C1NS(=O)(=O)c2ccccc21)c1cccs1
    -17.0	9.7%	4.0%	-1.0	11.9%	3.7%	i	22.2	0.5%	?

# Screening results deposited in PubChem by National Center for Advancing Translational Sciences (NCATS).
